SRC1 TRFRET art = counter-screen for PPARgamma SRC-1 recruitment agonists: TR-FRET artefact; TR-FRET detection artefact counter-screen, emission ratio; hits give high values; TR-FRET ratio at 8 µM; 99,000 tested, 0.34% active; in the data active = TR-FRET ratio above about 2300; also: inactives centre near 1800; reference of the scale not given here
SRC3 TRFRET art = counter-screen for PPARgamma SRC-3 recruitment agonists: TR-FRET artefact; PPARgamma/SRC-3 format; hits give high values; 99,000 tested, 0.39% active; TR-FRET ratio at 8 µM; in the data active = TR-FRET ratio above about 2000; also: inactives centre near 1600; reference of the scale not given here
* marks the source's active call; other numbers are inactive results.

#	compound	SRC1 TRFRET art	SRC3 TRFRET art
1	OCCCNc1c2c(nc3cc(-c4ccc(Cl)cc4)nn13)CCC2	1727	1447
2	COc1ccc2[nH]c(CN3CCC(CO)(CCOc4ccccc4)CC3)c(C)c2c1	1693	1621
3	Cc1csc(NC(=O)CCC(=O)c2cccs2)n1	1886	1637
4	COc1ccc(C2(CNS(=O)(=O)c3ccccc3)CCOCC2)cc1	1984	1574
5	O=C(O)C1Cc2[nH]cnc2C(c2ccc(F)cc2)N1 (stereo unspecified)	1486	1791
6	O=C(/C=C/c1ccco1)NCc1ccc(F)cc1	1664	1619
7	O=C1C2C3C=CC(CC3)C2C(=O)N1c1ccccc1[N+](=O)[O-] (stereo unspecified)	1885	1698
8	CC(=C/c1ccccc1)/C=N/NC(=O)c1ccc2nc[nH]c2c1	1756	1662
9	COc1ccc(/C=N/NC(=O)C(=O)NCc2cccnc2)cc1	1883	1561
10	CCCOC(=O)c1c(NC(=O)C2CCCO2)sc(C(=O)OC)c1C (stereo unspecified)	1825	1708
11	Cn1nnc(NC(=S)NC(=O)c2ccc(-c3ccc(Br)cc3)o2)n1	2045	1593
12	O=C(NCc1ccc2c(c1)OCO2)C1CC(=O)N(C2CCCCCC2)C1 (stereo unspecified)	1815	1445
13	CCCC(=O)Nc1sc(C)c(C)c1C#N	1677	1484
14	CCOC(=O)N1CCC(N2CCCC(CO)(Cc3cccc(Cl)c3)C2)CC1 (stereo unspecified)	1602	1435
15	CC1(CC(=O)NNC(=O)Nc2ccccc2)OCCCO1	1801	1694
16	CCOC(=O)c1c(C)nc2ccccn12	1549	1531
17	COc1ccccc1OCc1n[nH]c(=S)n1Cc1ccccc1	1917	1546
18	C=CCOc1c(CNc2ccc3[nH]c(=O)[nH]c3c2)cccc1OC	1858	1783
19	CCOc1ccccc1NC(=O)c1cc(-c2ccncc2)nc2c(Cl)cccc12	1925	1594
20	Nc1c(Br)cc2oc(-c3ccccc3)nc2c1Br	2015	1612
21	OC1(c2ccc(Cl)cc2)CCN(Cc2nc(-c3cnccn3)no2)CC1	2020	1737
22	Oc1ccc(C=Nc2ccccc2-c2nc3ccccc3[nH]2)c(O)c1	1870	1630
23	COc1ccc(NC(=O)COC(=O)CNC(=O)C2CCCCC2)cc1	1597	1416
24	CCCCOc1ccc(C(=O)CCN2CCCCC2)cc1	1757	1620
25	CCc1cccc(NC(=O)C(NC(=O)C2CCCCC2)C(C)C)c1 (stereo unspecified)	1824	1626

Taken from above:
Under SRC3 TRFRET art, Cn1nnc(NC(=S)NC(=O)c2ccc(-c3ccc(Br)cc3)o2)n1 shows 1593
Under SRC1 TRFRET art, OCCCNc1c2c(nc3cc(-c4ccc(Cl)cc4)nn13)CCC2 shows 1727
Under SRC1 TRFRET art, CCCC(=O)Nc1sc(C)c(C)c1C#N shows 1677
Under SRC3 TRFRET art, O=C(NCc1ccc2c(c1)OCO2)C1CC(=O)N(C2CCCCCC2)C1 (stereo unspecified) shows 1445
Under SRC1 TRFRET art, CCc1cccc(NC(=O)C(NC(=O)C2CCCCC2)C(C)C)c1 (stereo unspecified) shows 1824
Under SRC3 TRFRET art, CCOc1ccccc1NC(=O)c1cc(-c2ccncc2)nc2c(Cl)cccc12 shows 1594

Later entries:
#	compound	SRC1 TRFRET art	SRC3 TRFRET art
26	Fc1ccc(-c2nnc(SCc3cccnc3)o2)cc1	1817	1674
27	CC1CN(S(=O)(=O)c2cccc(C(=O)OC/C(O)=C(\C#N)c3nc4ccccc4[nH]3)c2)CC(C)O1 (stereo unspecified)	1960	1655
28	O=C(NCc1ccccc1)N(Cc1cc2cc3c(cc2[nH]c1=O)OCO3)CC1CCCO1 (stereo unspecified)	1910	1457
29	O=C(O)c1cc(C(F)(F)F)nc2c(C(F)(F)F)cccc12	1959	1587
30	CCOc1ccccc1NC(=O)CSc1nnc(-c2cnccn2)n1CC	1888	1676
31	COC(=O)c1ccncc1N	1871	1464
32	CCOC(=O)C(C(=O)OCC)[C@@H]1CS(=O)(=O)C[C@H]1C(C(=O)OCC)C(=O)OCC	1859	1471
33	COc1cc(NC(=S)NCC2CCCO2)c(OC)cc1Cl (stereo unspecified)	1656	1656
34	O=S(=O)(c1ccc2c(c1)OCCO2)N1CCc2ccccc21	1913	1744
35	COc1cc(NC(=O)c2ccccc2[N+](=O)[O-])c(C(=O)O)cc1OC	1953	1629
36	CC(C)(C)c1nnc(N/N=C/c2ccccc2O)n(N)c1=O	1650	1298
37	O=C(Nc1ccccc1Sc1ccccc1)c1ccc(F)cc1	1788	1789
38	O=S(=O)(NCC(c1ccco1)N1CCN(c2ccccc2F)CC1)c1ccc(F)cc1 (stereo unspecified)	1732	1397
39	O=C(Nc1nccs1)C1CC(=O)N(Cc2ccco2)C1 (stereo unspecified)	1958	1591
40	CCC(C)[C@@H](N)C(=O)N/N=C/c1ccc2ncccc2c1 (stereo partly specified)	1557	1436
41	CC(C)CN=C(NS(=O)(=O)c1ccccc1)C(Cl)(Cl)Cl	1751	1771
42	O=C1c2ccccc2-c2c1cccc2C(=O)N1CCCCCC1	1952	1586
43	CCOc1ccc(-c2nc(CCl)cs2)cc1OC	1649	1607
44	C[C@@H]1NC(=O)[C@H](CCCN=C(N)N)NC(=O)c2cc([N+](=O)[O-])cc(I)c2OCC[C@@H](C(=O)NC(CC(=O)O)C(N)=O)NC1=O (stereo partly specified)	2071	1519
45	COc1cc2c(cc1OC)C(C)N(C(=O)c1cccs1)CC2 (stereo unspecified)	1742	1563
46	CC(=O)c1cc(CN2CCCCC2)cc(OC(C)C)c1	2019	1781
47	Brc1ccccc1-c1nnc(SCc2nc3ccccc3s2)o1	1673	1494
48	N/C(CN1CCCC1=O)=N\OC(=O)c1ccc(Cl)c(Cl)c1	1950	1566
49	COc1ccccc1NS(=O)(=O)c1ccc(N/N=C/c2ccccc2OCC(=O)O)c([N+](=O)[O-])c1	1764	1494
50	CCOC(=O)c1c(N2C(=O)Nc3ccccc3N2O)sc2c1CCCC2	1588	1568

The list goes on:
#	compound	SRC1 TRFRET art	SRC3 TRFRET art
51	COC(=O)C1=C(C)N(c2ccc(OC)c(OC)c2)C(=O)/C1=C\c1cccs1	1795	1780
52	COc1ccc(/C=C2\SC(=S)NC2=O)cc1OS(=O)(=O)c1ccc(NC(C)=O)cc1	2044	1405
53	Cc1ccc(OCCN2C(=O)C(=O)c3cccc(C)c32)cc1	1643	1687
54	Cc1cccc(N2C(=O)CC(c3ccc(F)cc3)C3=C2COC3=O)c1 (stereo unspecified)	1836	1535
55	Cn1cc(CN2CCCC(CO)(Cc3cccc(Cl)c3)C2)cn1 (stereo unspecified)	1937	1594
56	COc1ccccc1CC(Cc1nc2ccccc2[nH]1)c1nc2ccccc2[nH]1 (stereo unspecified)	1474	1360
57	Cn1cc(/C=N\NC(=O)C2COc3ccccc3O2)c2ccccc21 (stereo unspecified)	1782	1616
58	CSc1ncccc1C(=O)Nc1ccc(S(=O)(=O)NC2=NCCCCC2)cc1	1809	1606
59	CCN1CCN(c2ncnc3c2c(-c2ccccc2)cn3-c2ccc(F)cc2)CC1	1745	1589
60	Nc1ccc(NC(=O)c2cccs2)cc1	1842	1687
61	O=C(NN1C(=O)C2C3c4ccccc4C(c4ccccc43)C2C1=O)C1CC1 (stereo unspecified)	1848	1562
62	N/C(=N\OC(=O)CSc1ccccc1)c1cccc([N+](=O)[O-])c1	1782	1424
63	O=C(COc1ccc2ccccc2c1)Nc1cccc2c1C(=O)NC2=O	1474	1440
64	COCc1[nH]nc2c1C(c1ccsc1)C(C#N)=C(N)O2 (stereo unspecified)	1903	1357
65	CCN(c1ccccc1)S(=O)(=O)c1ccc(Cl)c(C(=O)OCC(=O)NC(=O)C(C)C)c1	1872	1738
66	Cc1cc(C)nc(SCC(=O)Nc2nonc2N)n1	1837	1526
67	COc1ccc(C2(CNC(=O)c3ccc(OCC(C)C)cc3)CCOCC2)cc1	1826	1830
68	CC1CCc2c(sc3nc(CN4CCOCC4)nc(Sc4ccccc4)c23)C1 (stereo unspecified)	1635	1304
69	COc1ccc(Cn2c(=S)[nH]c3cc(OC)c(OC)cc3c2=O)cc1	1862	1755
70	C=CCN1C(=O)C(Cc2ccccc2)SC1=Nc1ccc(C(=O)O)cc1 (stereo unspecified)	1746	1486
71	CCOc1ccc(NC(=O)CC2C(=O)N(c3ccc(OC)cc3)C(=O)N2CCc2cccs2)cc1 (stereo unspecified)	1905	1762
72	CN(C)c1ccc(C(CNC(=O)c2ccc(F)cc2)c2c[nH]c3ccccc23)cc1 (stereo unspecified)	1788	1739
73	O=C(/C=C/c1ccc(Br)cc1)c1ccco1	1753	1478
74	COc1ccc(NC(=O)c2ccc(-n3cccn3)c([N+](=O)[O-])c2)cc1	1662	1420
75	O=C(Cc1ccccc1)NN1C(=O)C2C3C=CC(C4CC34)C2C1=O (stereo unspecified)	1689	1468

Reformatted screen by screen: entries from further up.
(40) CCC(C)[C@@H](N)C(=O)N/N=C/c1ccc2ncccc2c1 (stereo partly specified)
(41) CC(C)CN=C(NS(=O)(=O)c1ccccc1)C(Cl)(Cl)Cl
(42) O=C1c2ccccc2-c2c1cccc2C(=O)N1CCCCCC1

compound no.,40,41,42
SRC1 TRFRET art,1557,1751,1952
SRC3 TRFRET art,1436,1771,1586

(further entries)
#	compound	SRC1 TRFRET art	SRC3 TRFRET art
76	CCCOC(=O)c1ccc(NC(=O)c2ccccc2[N+](=O)[O-])cc1	1553	1419
77	O=C1C(=O)N(CCN2CCOCC2)C(c2cccnc2)/C1=C(/O)c1ccccc1 (stereo unspecified)	1696	1636
78	COc1ccc(CC(=O)OCC(=O)NCCc2ccccc2)cc1OC	1860	1602
79	CN(Cc1cccs1)c1nc(-c2cccnc2)nc2ccccc12	1745	1469
80	CCN(c1ccccc1)S(=O)(=O)c1ccc(Cl)c(C(=O)NCCc2ccc(OC)cc2)c1	1963	1532
81	O=C(C1CCN(C2CCN(Cc3ccc4c(c3)CCO4)CC2)CC1)N1CCCC1	1747	1566
82	COc1cc(C)ccc1OCCOCCOc1cccc2ccc(C)nc12	1590	1349
83	COCCNC(=O)c1ccc2c(c1)CCN2S(C)(=O)=O	1839	1588
84	COc1ccc(-n2cc(-c3ccc(Br)cc3)[nH]c2=S)cc1	1895	1425
85	COc1ccc(-n2c(CN3CCC(C(N)=O)CC3)nc3ccc([N+](=O)[O-])cc3c2=O)c(OC)c1	1766	1663
86	O=C(/C=C/c1cccs1)Nc1nccs1	1778	1285
87	Cc1nc2nc(N)nn2c(C)c1C/C=C/c1ccccc1	2040	1558
88	CC(C)(C)c1cc[n+](/C(C(=S)Nc2ccccc2F)=C(/[O-])c2ccc3c(c2)OCCO3)cc1	1902	1459
89	Cc1cc(Cl)ccc1Nc1ncccc1C(N)=O	1800	1708
90	O=C(NNC1=NC2(CCCC2)Cc2ccccc21)c1cccnc1	1633	1581
91	Cc1ccc(S(=O)(=O)Nc2c(C)[nH]c(=O)[nH]c2=O)cc1C	1895	1751
92	Cc1cc(C)cc(C(=O)N2CCN(c3ccccn3)CC2)c1	1914	1663
93	CC(C)(C)c1ccc(-c2nnc(SCC(=O)Nc3sc4c(c3C#N)CCCC4)o2)cc1	1542	1439
94	O=C(Cn1cc(C(F)(F)F)ccc1=O)Nc1ccc(N2CCOCC2)cc1	1439	1404
95	C=CCn1c(COc2ccc(F)cc2)nnc1SCC(=O)NC(=O)NCc1ccco1	1927	1612
96	Cc1ccc(S(=O)(=O)NCc2ccco2)cc1C	1853	1729
97	CCc1nc(SCC(=O)Nc2nnc(CC(C)C)s2)n[nH]1	1764	1462
98	CC1(C(=O)N/N=C/c2ccccc2)CC1(Br)Br (stereo unspecified)	1763	1482
99	CCOc1ncccc1C(=O)Nc1ccc(S(=O)(=O)N2CCCC2)cc1	1668	1469
100	O=C1NCCN1Cc1ccc(Cl)cc1	1755	1773

Some of the entries above, set out differently.
Order of results – SRC1 TRFRET art, SRC3 TRFRET art
24. CCCCOc1ccc(C(=O)CCN2CCCCC2)cc1
  1757, 1620
25. CCc1cccc(NC(=O)C(NC(=O)C2CCCCC2)C(C)C)c1 (stereo unspecified)
  1824, 1626
26. Fc1ccc(-c2nnc(SCc3cccnc3)o2)cc1
  1817, 1674
27. CC1CN(S(=O)(=O)c2cccc(C(=O)OC/C(O)=C(\C#N)c3nc4ccccc4[nH]3)c2)CC(C)O1 (stereo unspecified)
  1960, 1655
28. O=C(NCc1ccccc1)N(Cc1cc2cc3c(cc2[nH]c1=O)OCO3)CC1CCCO1 (stereo unspecified)
  1910, 1457

Other results:
#	compound	SRC1 TRFRET art	SRC3 TRFRET art
101	O=C1NC(=O)/C(=C\c2ccccc2OCc2cccc([N+](=O)[O-])c2)N1	1878	1525
102	NS(=O)(=O)c1ccc(CNC(=S)Nc2ccc(Cl)c(Cl)c2)cc1	1781	1702
103	CCOC(=O)c1ccc(N2C(=O)c3n[nH]c(-c4ccco4)c3C2c2ccc([N+](=O)[O-])cc2)cc1 (stereo unspecified)	2082	1883
104	COc1cccc(/C=N/Nc2ncc(C(F)(F)F)cc2Cl)c1O	1689	1757
105	O=C(O)c1cccc2c1C(=O)N(CC1CCCO1)C2 (stereo unspecified)	1769	1651
106	CCOC(=O)/C(C#N)=C\c1ccc(OC)c(OC)c1	1784	1566
107	Cc1ccc(-n2c(O)c(C=NCc3ccccn3)c3ccccc3c2=O)cc1	1708	1637
108	Cc1cccn2c(CN(C)C3CCCc4ccccc43)c(C(=O)N3CCOCC3)nc12 (stereo unspecified)	1566	1562
109	CC1(C)CC2CC(C)(CN2C(=O)C23CCC(C)(C(=O)C2)C3(C)C)C1 (stereo unspecified)	1797	1582
110	Cc1ccc(C)c(N2CCN(CCCNC(=O)Cn3cccc3C(=O)c3ccccc3C)CC2)c1	1867	1628

Screening results (PubChem BioAssay)
